# Screens deposited in PubChem by The Scripps Research Institute Molecular Screening Center.
# TEAD-YAP block: TEAD-YAP interaction inhibition; HEK-TIYL cells, TEAD-Gal4/YAP UAS-luciferase luminescence; inhibition, % at 9.12 µM; actives 1.4% (n = 640,000); AID 1259422; in the data active means inhibition above about 32%;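 further: 0% = median of test compound wells and 100% = reference inhibitor wells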
# FBW7 activator: human FBW7 E3 ligase activation, primary screen; actives 0.13% (n = 650,000); AlphaScreen FBW7–phospho-cyclin E peptide binding, activator screen; normalized activity (activation), % at 26.1 µM; in the data active means normalized activity above about 1.9%;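 further: purified mutant Fbw7 with reduced substrate affinity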
# GPR151 activ: activators of human GPR151; activation, % at 11.2 µM; Q8TDV0; actives 1% (n = 650,000); AID 1508602; PathHunter beta-arrestin GPR151 cells, luminescence; in the data active means activation above about 4.9%;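 further: 0% = median of compound wells and 100% = cells with positive control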
# Target sequence (Q8TDV0 whole entry, looked up): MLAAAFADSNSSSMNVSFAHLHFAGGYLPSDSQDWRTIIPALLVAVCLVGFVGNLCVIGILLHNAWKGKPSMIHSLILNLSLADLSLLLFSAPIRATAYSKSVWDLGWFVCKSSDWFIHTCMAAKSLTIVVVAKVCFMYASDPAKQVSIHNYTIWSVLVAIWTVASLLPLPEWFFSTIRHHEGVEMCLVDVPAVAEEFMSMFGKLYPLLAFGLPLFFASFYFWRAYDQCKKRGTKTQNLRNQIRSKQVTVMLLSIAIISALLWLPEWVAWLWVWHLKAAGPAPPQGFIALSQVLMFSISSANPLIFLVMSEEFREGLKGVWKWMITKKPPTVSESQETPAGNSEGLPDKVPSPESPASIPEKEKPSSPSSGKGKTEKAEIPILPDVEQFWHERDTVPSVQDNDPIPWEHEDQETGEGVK
# MITF inh: inhibitors of human MITF; actives 0.91% (n = 650,000); inhibition, % at 2.6 µM; AlphaScreen MITF homodimerization, bead proximity signal; O75030; in the data active means inhibition above about 50%;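 further: 0% = vehicle wells with protein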
# Target sequence (O75030 whole entry, looked up): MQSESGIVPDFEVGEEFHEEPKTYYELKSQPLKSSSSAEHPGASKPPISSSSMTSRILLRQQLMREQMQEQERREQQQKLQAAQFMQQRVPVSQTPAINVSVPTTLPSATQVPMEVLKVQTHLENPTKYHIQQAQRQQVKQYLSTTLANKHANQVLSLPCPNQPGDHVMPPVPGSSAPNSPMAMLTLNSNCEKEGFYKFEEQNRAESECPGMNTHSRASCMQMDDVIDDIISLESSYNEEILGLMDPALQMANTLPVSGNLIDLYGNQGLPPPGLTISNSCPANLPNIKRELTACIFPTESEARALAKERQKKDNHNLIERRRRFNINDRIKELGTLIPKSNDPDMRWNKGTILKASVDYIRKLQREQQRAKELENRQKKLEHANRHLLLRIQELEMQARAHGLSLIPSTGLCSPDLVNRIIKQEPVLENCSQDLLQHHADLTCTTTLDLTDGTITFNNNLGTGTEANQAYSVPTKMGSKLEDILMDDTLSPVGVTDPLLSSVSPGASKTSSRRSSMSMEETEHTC
# * marks the source's active call; other numbers are inactive results; & = joins results of further samples; ! = not active in a repeat.
SMILES,TEAD-YAP block,FBW7 activator,GPR151 activ,MITF inh
COc1ccc(CNCCC2CCC(=O)N2CCc2cccs2)cc1 (centres undefined),7,-0.1,-0.5,0
Cc1ncc(C[n+]2csc(CCOC(=O)C34CC5CC(CC(C5)C3)C4)c2C)c(N)n1,0,-0.2,-0.1,6
COc1ccccc1Nc1nc(-c2c(C)nc3sccn23)cs1,2,0.0,2.0,9
CN1C(=O)NC(c2ccc(O)cc2)C(C(=O)c2cccs2)C1(O)C(F)(F)F (centres undefined),-34,0.0,-2.0,-14
CCOC(=O)CSc1nnc(CNC(=O)c2cccs2)n1-c1ccccc1OC,-5,-0.1,-0.8,-29
C=CCN1CCN(C(c2cc(OC)ccc2OC)c2nnnn2CCC(C)C)CC1 (centres undefined),0,0.0,1.4,-4
CC(C)(C)OC(=O)NCCCOc1ccc(C=O)cc1,-3,-0.2,1.1,-12
O=C1CSC(c2cccc([N+](=O)[O-])c2)N1c1ccc(Oc2ccc(Cl)cc2)cc1 (centres undefined),-6,0.7,1.0,11
CC1CCCCC1NC(=O)C1CCN(c2nc3ccccc3n2C)CC1 (centres undefined),5,0.9,-0.1,10
COC(=O)C(C)N1C(=O)S/C(=C/c2ccc(O)c([N+](=O)[O-])c2)C1=O (centres undefined),-16,0.1,1.8,14
CCOc1ccccc1Nc1nnc(-c2cc3cccc(OC)c3oc2=O)s1,-40,-0.1,0.7,2
COc1ccccc1N1CCN(C2CCCN(C(=O)CSC)C2)CC1 (centres undefined),-23,-0.1,2.5,-1
Cc1cc(C)nc(N/N=C/c2ccccc2Cl)n1,-49,-0.2,-2.4,-4
Cc1nc(SCC(C)C)c(C#N)c(C)c1C,8,0.2,-0.8,14
CC1CCC(NS(=O)(=O)c2ccc3c(c2)n(C)c(=O)c(=O)n3C)CC1 (centres undefined),-1,-0.1,0.0,4
COc1ccc(CCN(C)C2CCCN(Cc3ccc4nonc4c3)C2)cc1OC (centres undefined),2,0.2,-0.1,17
COc1cc(NC(=O)c2c(F)cccc2F)nc(OC)n1,-33,1.2,-1.2,19
O=C(c1cc(-c2ccccc2)nc2ccccc12)N1CCN(c2cccc(Cl)c2)CC1,0,0.2,-0.1,-2
CCCCn1c(SCC(=O)NC2(C#N)CCCCC2)nc2cc(S(N)(=O)=O)ccc21,5,0.2,-0.6,-10
Clc1ccc(OCc2cn3cccnc3n2)c2ncccc12,-63,-0.1,-0.1,1
Cc1ccc(NC(=O)[C@H](C)NC(N)=O)cc1Cl,2,-0.1,0.8,-20
O=C1S/C(=C/c2ccsc2)C(=O)N1Cc1cccc([N+](=O)[O-])c1,7,0.0,-0.4,4
CCc1nc2ccccc2n1CC(O)COc1ccc(I)cc1 (centres undefined),-4,0.1,1.8,-5
CC(=O)Nc1ccc(S(=O)(=O)Nc2cc([N+](=O)[O-])ccc2F)cc1,1,1.1,-0.2,3
CCOc1ccccc1C(=O)N1CCC(n2nnc3cc(F)ccc32)CC1,3,0.1,-0.3,-2
O=C(CSc1nnc(NC(=O)c2cccc3ccccc23)s1)Nc1nccs1,0,0.6,-0.7,10
COc1ccc(-c2cc(C(F)(F)F)n3nc(C(=O)Nc4cccc(Cl)c4C)cc3n2)cc1,9,0.1,0.8,4
COc1ccc(C(=O)ONC2=NCCCCC2)cc1OC,5,0.0,-0.5,15
CCSc1nnc2c(n1)OC(c1ccc(C(C)C)cc1)Nc1ccccc1-2 (centres undefined),-14,0.0,0.5,-6
Cc1ccc(C)c(C2=NN(c3nc(-c4ccc(Br)cc4)cs3)C(c3cccc([N+](=O)[O-])c3)C2)c1 (centres undefined),-4,0.0,-0.9,1
CC(=O)N1CCN(C(=S)NC(=O)c2ccc(S(=O)(=O)N3CCOCC3)cc2)CC1,2,-0.1,0.7,8
O=C(NCCO)C(=O)NCc1ccccn1,-7,-0.1,1.0,-12
CC(=O)Oc1ccccc1C(=O)NCc1ccc(Cl)cc1,17,0.8,1.6,-4
CC(C)(C)c1ccc(C(=O)N2CCN(c3cccc(Cl)c3)CC2)cc1,3,-0.3,1.0,-2
N#C/C(=C\c1cn(CC(=O)Nc2ccccc2)c2ccccc12)C(=O)N1CCOCC1,5,-0.1,0.6,-6
O=C(/C=C/c1ccc2c(c1)OCO2)Nc1ccc2c(c1)OCO2,-61,0.0,-4.1,0
CCCN(CCC)C(=O)CCN1C(=O)c2ccccc2C1=O,11,0.1,-0.9,15
CN(C)CCNC(=O)Cn1cnc2sc3c(c2c1=O)CCCC3,1,-0.1,-0.3,2
Cc1ccc(C)c(N(C)C(=O)Cn2c(=O)oc3ccccc32)c1,15,0.6,-0.6,-3
O=S1(=O)CCC(S(=O)(=O)N2CCCCCC2)C1 (centres undefined),-2,0.0,-0.5,12

# Looked up above:
# CCOc1ccccc1Nc1nnc(-c2cc3cccc(OC)c3oc2=O)s1 @ FBW7 activator = -0.1
# O=C(/C=C/c1ccc2c(c1)OCO2)Nc1ccc2c(c1)OCO2 @ MITF inh = 0

# The list goes on:
SMILES,TEAD-YAP block,FBW7 activator,GPR151 activ,MITF inh
O=C(c1ccc([N+](=O)[O-])o1)N1CCN(c2ccccc2O)CC1,11,0.2,-0.2,11
Cc1ccc(NS(=O)(=O)N2CCCCC2)c(C)c1,-2,-0.1,-0.6,-2
CC(=O)NCCNC(=O)COc1ccc(F)cc1Br,1,-0.2,-0.7,-10
COc1cc(NC(=O)c2cccc(C)c2[N+](=O)[O-])c(OC)cc1Cl,20,-0.1,-0.4,15
O=C1N(CO)c2ccccc2C12OCCCO2,0,-0.2,1.3,4
CC1(C)C([N+](=O)[O-])CN(Cc2ccccc2)CC1[N+](=O)[O-] (centres undefined),4,0.0,-0.5,-4
Cc1ccn2c(CNCc3ccc4c(c3)OCO4)c(C(=O)N3CCCCCC3)nc2c1,-2,0.0,0.1,-28
O=C(CSc1nc(=O)n(CCO)c2c1CCCC2)N1CCCCC1,-5,0.0,2.4,8
Cc1ccc(C)c(-n2nnnc2SCC(=O)NC2CCCC2)c1,7,0.2,-0.8,9
Cc1c(N=Cc2ccc(Br)o2)c(=O)n(-c2ccccc2)n1C,11,0.0,-0.1,0
O=C(CN1C(=O)NC(Cc2ccccc2)C1=O)Nc1ccccc1F (centres undefined),2,-0.1,-0.4,-10
Nc1cccc(-c2cc(NCc3cccnc3)nc(N)n2)c1,-1,0.1,-1.2,5
CC(C)(C)c1ccc(CSc2nc3c(sc(=S)n3-c3ccccc3)c(=O)n2-c2ccccc2)cc1,2,-0.2,0.8,-9
Cc1ccc2c(c1)CCCN2C(=O)C1CCCO1 (centres undefined),-3,0.1,-1.6,-4
CC(=O)Oc1c2c(cc3ccccc13)C(=O)c1ccccc1C2=O,-38,0.0,-0.6,10
O=C1NCN(c2ccccc2)C12CCN(CCCC(c1ccc(F)cc1)c1ccc(F)cc1)CC2,4,-0.1&0.0,7.2*!,19&11
O=C(Nc1ccc2c(c1)CN(Cc1ccccn1)CC2)C1CCCO1 (centres undefined),5,-0.1,-0.4,16
COc1ccc(C2=N/C(=C\c3cccc4ccccc34)C(=O)O2)cc1,1,-0.1,-2.5,-3
CCOc1ccc(C2CC(c3ccc(F)cc3)Nc3nc(N)nn32)cc1 (centres undefined),10,0.0,2.5,14
CCOc1cc(/C=C2/SC(=O)N(CC)C2=O)ccc1OCC(=O)OC,9,0.0,1.3,8
Cc1ccc(CNC(=O)c2ccc(Cn3c(=S)[nH]c4cc5c(cc4c3=O)OCO5)cc2)o1,2,-0.1,-0.2,-3
COc1ccc(CSc2nnc(-c3cccs3)o2)cc1F,-20,0.1,-0.3,2
O=C(NC12CC3CC(CC(C3)C1)C2)c1ccc(NS(=O)(=O)c2ccccc2)cc1,-6,0.0,1.5,-14
O=C(c1cc2ccccc2oc1=O)N(Cc1ccccc1)c1ccccn1,-2,0.6,0.0,19
CCCCOC(=O)Cc1c(C)[nH]c(=S)[nH]c1=O,6,0.0,-0.1,-15
N#Cc1nc(NC(=O)c2ccc(N3C(=O)CCC3=O)cc2)[nH]c1C#N,3,0.0,-1.5,-1
COc1ccc(Cn2c(=O)[nH]c3cc(C(=O)NC4CCCCC4)ccc3c2=O)cc1,-3,0.0,0.5,8
Cc1sc2ncn3c(=O)n(CC(=O)Nc4ccc5c(c4)OCO5)nc3c2c1C,0,-0.1,-0.7,-2
CCCCS(=O)(=O)NCCNc1cc(N2CCOCC2)nc(C)n1,-6,-0.1,2.2,-1
CCOC(=O)C1=C(O)/C(=C/c2ccc(F)cc2)SC1=Nc1cccc(Cl)c1,1,0.0,-1.2,-11
COc1ccc2nc(Nc3nc4ccc(S(C)(=O)=O)cc4s3)sc2c1,1,0.0,-0.3,-7
COc1ccccc1C(=O)Nc1c2c(nn1-c1ccc(F)cc1)CS(=O)C2 (centres undefined),-30,-0.8,2.4,4
COc1ccc(F)c(CN2CCC(n3nccc3NC(=O)Cc3ccccc3)CC2)c1,7,0.2,-1.3,11
CS(=O)(=O)c1ccc2nc(NC(=O)c3ccccc3C(F)(F)F)sc2c1,-4,-0.1,0.0,-2
COc1ccc(CNC(=O)CN2C(=O)C3C4C=CC(C4)C3C2=O)cc1 (centres undefined),-9,-0.1,-1.0,-3
Cc1[nH]n(-c2ccccc2)c(=O)c1S(=O)(=O)c1ccccc1,7,-0.2,0.5,4
N#Cc1c(I)nc2c(c1C#N)CCCCCCCCCC2,-1,0.2,-1.8,10
CC(=O)Nc1cc2c(cc1[N+](=O)[O-])OCCOCCOCCO2,6,0.1,-1.2,8
O=C1NC23NC(=O)NC2(N1)c1ccccc1-c1ccccc13 (centres undefined),-9,0.0,-0.7,32
CCS(=O)(=O)N1CCCc2ccc(NS(=O)(=O)c3ccc4c(c3)CCCC4)cc21,-4,0.3,-0.1,6
O=C(Nc1ccccc1F)c1ccc(Cl)c(Cl)c1,-54,-0.1,-1.5,-2
NC(=O)c1ccc(Cn2cc(C(F)(F)F)ccc2=O)cc1,1,0.1,-0.5,6
CCOc1ccccc1OCCC(=O)OCC(=O)Nc1ncc(C(F)(F)F)cc1Cl,6,0.6,0.8,18
Cc1nn(-c2nc3ccccc3s2)c2nc(C(F)(F)F)[nH]c(=O)c12,-18,0.0,1.0,-6
COc1cccc(C2NC(CC(C)C)(C(=O)O)C3C(=O)N(Cc4ccccc4)C(=O)C23)c1O (centres undefined),-4,0.1,-0.7,5
CCN(CC)c1ccc(/C=C2/NC(=O)N(Cc3ccccc3F)C2=O)c(OC)c1,-3,-0.1,-0.5,6
Cc1nc2nc(SCC(=O)Nc3cccc(Cl)c3)nn2c(C)c1Cc1cccc(Cl)c1,3,0.1,-0.9,5
COc1ccc(-c2nc(NCCO)nc(OC)n2)cc1,12,0.1,4.4,7
CCOC(=O)c1cc(-c2ccccc2)n(-c2ccc(C(=O)O)cc2)c1C,-11,-0.1,0.0,1
O=C(c1cc(COc2ccc(F)cc2Cl)on1)N1CCN(C2CCCCC2)C(=O)C1,6,0.1,0.3,4
CC(CN1CCCCC1)OC(=O)c1ccccc1Cl (centres undefined),-2,-0.1,-1.0,2
O=C(Nc1ccc([N+](=O)[O-])cc1)N1CCC2(CC1)OCCO2,-5,-0.1,0.9,10
CC(=O)O[C@@H]1CC2C(C)(C)C(=O)CC[C@]2(C)C2CC[C@]3(C)C(=CC(=O)O[C@H]3c3ccoc3)[C@@]21C (some centres undefined),-2,0.0,3.3,-5
Cc1ccc(CN2CCNC(=O)C2CC(=O)N(C)Cc2nonc2C)o1 (centres undefined),-4,0.2,-1.2,14
Cc1ccc(/C(O)=C2\C(=O)C(=O)N(c3nccs3)C2c2cccc(Cl)c2)cc1 (centres undefined),-3,0.0,-1.4,10
CC(=O)c1ccc(Nc2nc(-c3cc4c(ccc5ccccc54)oc3=O)cs2)cc1,-3,0.1,0.6,-3
Cc1cc(-c2cncnc2C2CCCN(CC(=O)N3CCc4ccccc43)C2)on1 (centres undefined),-6,-0.1,0.1,10
Cc1n[nH]c(C)c1N1C(=O)c2cccc3c(N4CCOCC4)ccc(c23)C1=O,-4,0.2,-1.1,1

# Of the compounds above, these have two or more sulfur atoms.
SMILES,TEAD-YAP block,FBW7 activator,GPR151 activ,MITF inh
COc1ccccc1Nc1nc(-c2c(C)nc3sccn23)cs1,2,0.0,2.0,9
CCOC(=O)CSc1nnc(CNC(=O)c2cccs2)n1-c1ccccc1OC,-5,-0.1,-0.8,-29
CCCCn1c(SCC(=O)NC2(C#N)CCCCC2)nc2cc(S(N)(=O)=O)ccc21,5,0.2,-0.6,-10
O=C1S/C(=C/c2ccsc2)C(=O)N1Cc1cccc([N+](=O)[O-])c1,7,0.0,-0.4,4
O=C(CSc1nnc(NC(=O)c2cccc3ccccc23)s1)Nc1nccs1,0,0.6,-0.7,10
CC(=O)N1CCN(C(=S)NC(=O)c2ccc(S(=O)(=O)N3CCOCC3)cc2)CC1,2,-0.1,0.7,8
O=S1(=O)CCC(S(=O)(=O)N2CCCCCC2)C1 (centres undefined),-2,0.0,-0.5,12
CC(C)(C)c1ccc(CSc2nc3c(sc(=S)n3-c3ccccc3)c(=O)n2-c2ccccc2)cc1,2,-0.2,0.8,-9
COc1ccc(CSc2nnc(-c3cccs3)o2)cc1F,-20,0.1,-0.3,2
COc1ccc2nc(Nc3nc4ccc(S(C)(=O)=O)cc4s3)sc2c1,1,0.0,-0.3,-7
CS(=O)(=O)c1ccc2nc(NC(=O)c3ccccc3C(F)(F)F)sc2c1,-4,-0.1,0.0,-2
CCS(=O)(=O)N1CCCc2ccc(NS(=O)(=O)c3ccc4c(c3)CCCC4)cc21,-4,0.3,-0.1,6
